GLD-1 TGE inh – GLD-1/TGE RNA complex disruptors, primary screen, biochemical, fluorescence polarization. purified GLD-1 + fluorescein TGE RNA. inhibition, % at 5.96 µM. hit rate 0.44% among 320,000. Female germline-specific tumor suppressor gld-1 (Caenorhabditis elegans), Q17339;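 active means percent inhibition above a per-plate cutoff, the plate mean of test compounds plus 3 SD, cut at about 30% in these data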;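 further: 0% = DMSO wells with GLD-1 and probe and 100% = wells lacking GLD-1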
Efflux pump inh – inhibitors of Candida efflux pumps in yeast, primary screen, S. cerevisiae, Nile Red, multiplex; S. cerevisiae Candida pump triplex; inhibition, % at 10 µM; hit rate 0.44% among 330,000; AID 485275, 2010;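 active means plate passing quality check with inhibition over a set limit, or well fluorescence over plate mean plus 4 SD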;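 further: Nile Red retained in pooled yeast measured as flow cytometry median fluorescence; 0% = buffer negative control and 100% = Enniatin B positive control; higher means more Nile Red kept so more efflux inhibition; some compounds called inactive have numbers as strong as hits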
ZTA DNA inh – blocks Epstein-Barr virus ZTA, an EBNA-1 counter-screen. P03206. ZTA-DNA binding, fluorescence polarization. inhibition, % at 11 µM. hit rate 0.15% among 320,000. AID 2234; in the data active means inhibition above about 33%
Target sequence (P03206 whole entry, looked up): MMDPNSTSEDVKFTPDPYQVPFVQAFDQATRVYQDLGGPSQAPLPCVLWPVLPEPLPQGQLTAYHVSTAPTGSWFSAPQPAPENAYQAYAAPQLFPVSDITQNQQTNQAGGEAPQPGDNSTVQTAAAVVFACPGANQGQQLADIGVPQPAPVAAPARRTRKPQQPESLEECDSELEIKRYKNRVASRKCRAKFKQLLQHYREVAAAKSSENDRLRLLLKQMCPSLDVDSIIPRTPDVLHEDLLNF
MEX-5 binding – MEX-5 zinc finger RNA-binding disruptors – biochemical, C. elegans, fluorescence polarization, MLPCN library, primary screen; Zinc finger protein mex-5 (Caenorhabditis elegans), Q9XUB2; MEX-5/FITC-TCR2 RNA binding; hits give low values; activity score (negative = inhibition of binding), % at 10 µM; hit rate 0.38% among 300,000; AID 1832, 2009;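 active means inhibition past about -25% in most replicates, and total fluorescence under double the plate's negative control median, limit read from the data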;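 further: 0% = DMSO and -100% = 5 µM competing unlabeled TCR2 RNA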
Target sequence (Q9XUB2 whole entry, looked up): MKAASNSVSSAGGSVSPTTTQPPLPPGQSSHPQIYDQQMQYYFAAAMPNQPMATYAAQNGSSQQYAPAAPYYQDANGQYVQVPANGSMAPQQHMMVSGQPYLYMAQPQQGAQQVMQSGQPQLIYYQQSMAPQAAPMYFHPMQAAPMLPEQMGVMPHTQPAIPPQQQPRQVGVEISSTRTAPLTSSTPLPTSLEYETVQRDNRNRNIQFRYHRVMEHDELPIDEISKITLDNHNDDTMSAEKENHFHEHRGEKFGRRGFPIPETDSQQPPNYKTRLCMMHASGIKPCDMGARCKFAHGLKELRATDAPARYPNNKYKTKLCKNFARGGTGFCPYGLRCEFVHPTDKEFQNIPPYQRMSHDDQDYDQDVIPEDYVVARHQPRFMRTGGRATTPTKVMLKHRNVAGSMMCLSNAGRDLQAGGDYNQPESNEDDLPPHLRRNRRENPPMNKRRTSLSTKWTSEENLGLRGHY
EBNA-1 inh – EBNA-1 DNA-binding inhibitors, primary screen, biochemical, fluorescence polarization. inhibition, % at 14.8 µM. hit rate 0.34% among 300,000; in the data active means inhibition above about 28%
CR mimetic SO – reduction of superoxide in aged yeast, primary screen, HTS; superoxide response (% of plate mean), % at 10 µM; AID 2690, 2010; hit rate 0.18% among 330,000; S. cerevisiae aged cells, superoxide DHE fluorescence; hits give low values;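 active means superoxide response under a set limit, about three screen SD below normal, cut at about 65% in these data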;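 further: yeast aged for seven days with compound at 30 °C before DHE staining; 100% = average MFI of all compound-treated wells on the plate with controls excluded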
Bcl-xL primary – inhibitors of human Bcl-xL, primary screen, biochemical, fluorescence polarization, HTS. AID 2129, 2009. hit rate 0.7% among 320,000. GST-Bcl-xL / FITC-Bim BH3 peptide fluorescence polarization. inhibition, % at 10.9 µM;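 active means inhibition above the mean of all tested compounds plus 3 SD, cutoff set per campaign, cut at about 30% in these data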;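 further: 0% = DMSO wells and 100% = unlabeled Bim-BH3 peptide competitor; inhibitors lower millipolarization by displacing the labeled peptide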
Target sequence (Q07817 whole entry, looked up): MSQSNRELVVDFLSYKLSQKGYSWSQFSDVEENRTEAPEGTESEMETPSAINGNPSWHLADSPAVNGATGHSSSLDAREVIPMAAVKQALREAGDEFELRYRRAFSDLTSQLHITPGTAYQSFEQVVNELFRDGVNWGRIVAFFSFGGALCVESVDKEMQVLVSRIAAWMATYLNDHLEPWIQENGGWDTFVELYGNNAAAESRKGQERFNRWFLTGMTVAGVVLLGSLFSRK
MCL1 BIM primary – inhibitors of MCL1 binding to BIM-BH3, primary screen, biochemical, fluorescence polarization | Induced myeloid leukemia cell differentiation protein Mcl-1 (Homo sapiens), Q07820 | GST-MCL1 / FITC-Bim-BH3 fluorescence polarization | inhibition, % at 10.9 µM | hit rate 0.68% among 320,000;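 active means inhibition above the mean inhibition of all tested compounds plus 3 SD, set per campaign, cut at about 40% in these data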;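 further: 0% = DMSO wells and 100% = unlabeled Bim-BH3 peptide control; higher means more loss of mP so more displacement of Bim peptide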
Fam108B counter – mouse Fam108B serine hydrolase inhibitors, primary screen, counter-screen for RBBP9 inhibitor project, biochemical, fluorescence polarization | recombinant Fam108B, FP-Rh probe fluorescence polarization | inhibition, % at 9.51 µM | hit rate 0.33% among 300,000 | AID 1947, 2009;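 active means inhibition above the screen mean inhibition plus 3 SD, computed separately per campaign, cut at about 18% in these data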;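 further: inhibitors lower polarization as less probe binds the enzyme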
The depositor's hits bear a star; nt = no result given.

SMILES	GLD-1 TGE inh	Efflux pump inh	ZTA DNA inh	MEX-5 binding	EBNA-1 inh	CR mimetic SO	Bcl-xL primary	MCL1 BIM primary	Fam108B counter
Cc1ccc(S(=O)(=O)N(C)Cc2ccc(C(=O)N/N=C3\CC(=O)CC(C)(C)C3)cc2)cc1	13	-6.7	4	4.7	7	93	1	12	4
Cc1ccc(S(=O)(=O)N(C)c2ccc(C(=O)Nc3cccnc3)cc2)cc1	4	-0.6	-21	-2.0	-2	106	-4	0	-1
NS(=O)(=O)c1ccc(NC(=O)CN2CCN(S(=O)(=O)/C=C/c3ccccc3)CC2)cc1	-4	0.0	-15	-0.9	7	98	0	5	1
COc1ccc(CCNC2CC(C)N(C)CC2C)cc1OC (centres undefined)	4	0.0	1	-2.1	12	97	2	1	-3
CC1CCCN(c2ccc(C(=O)NCC3CCCO3)cn2)C1 (centres undefined)	9	0.0	7	0.1	6	90	3	7	-3
CCN1C(=Nc2ccc(Cl)cc2)SC/C1=C\C(=O)OC	4	-0.2	-8	-0.1	5	88	5	9	1
O=C(CSc1ccc2nnc(-c3ccc(F)cc3)n2n1)NCc1ccco1	1	-0.1	-27	0.1	-2	96	5	11	-5
O=C(Cn1ccc2ccccc2c1=O)NCCC(=O)Nc1cccnc1	0	0.1	9	-0.2	0	100	3	3	-1
COc1ccccc1Cn1c(=S)[nH]c2cc(C(=O)NCCN3CCOCC3)ccc2c1=O	1	0.3	-3	2.7	5	98	-8	-8	-5
Cc1cccc(C(=O)N2CCN(c3ccccn3)CC2)c1	6	0.0	1	-0.8	-1	93	0	6	-2
COC(=O)/N=C/c1c(NCc2ccccc2)nc2c(C)cccn2c1=O	2	-0.1	-15	1.6	9	93	1	1	4
Cc1ccc(C)n1-c1ccsc1C(=O)CC#N	16	0.0	-5	3.0	-1	114	15	9	0
Cc1ccc(-n2c(O)c(C=Nc3ccccc3-c3n[nH]c(=S)[nH]c3=O)c3ccccc3c2=O)c(C)c1	-5	0.2	-6	-2.1	4	100	20	23	8
CC(NS(=O)(=O)c1ccc(F)cc1)C(c1cccs1)N1CCN(C)CC1 (centres undefined)	1	-0.1	3	-0.4	5	101	6	3	-1
CCc1ccc(OCCSc2nc3ccccc3n2CCC(=O)O)cc1	-3	0.3	8	-1.4	-5	102	-1	3	-2
Cc1ccccc1OCC1CNC(=O)O1 (centres undefined)	1	-0.1	15	-2.1	4	101	7	7	1
Cc1ccc2cc3c(NC(=O)C(C)C)nn(C)c3nc2c1	-2	0.0	14	-0.5	6	107	-1	4	1
CC1CC(C)CN(c2ncnc3c2cnn3C)C1 (centres undefined)	3	-0.1	3	0.0	5	96	1	0	-3
CCn1c(SCC(=O)NC2=NCCS2)nnc1C(C)NC(=O)c1ccccc1F (centres undefined)	0	-0.1	-14	-1.6	-8	97	-1	-7	-1
COc1ccc(C2OC(=O)CC2C(=O)N2CCN(c3cc(Cl)ccc3C)CC2)cc1OC (centres undefined)	-5	0.0	-12	-0.7	2	98	6	6	0
O=C(COc1cccc2cccnc12)N/N=C/c1ccccc1O	5	0.2	-3	3.5	10	97	-17	-21	-1
Cc1ccc(CC2CC(=O)N(CCc3ccccc3)C2=O)cc1 (centres undefined)	0	0.0	13	2.5	-3	88	5	0	1
Cn1c(=O)c2c(nc(OC/C=C/c3ccccc3)n2C)n(C)c1=O	7	0.1	-1	-1.2	-14	101	6	-1	2
CC(C)(C)CC(=O)N1CCC(c2nc3c(nnn3Cc3c(F)cccc3Cl)c(=O)[nH]2)CC1	5	0.1	8	-1.0	5	85	-2	-8	1
O=S1(=O)NC2CCCCCN2c2ccc(F)cc21 (centres undefined)	0	-0.2	-1	2.7	-4	99	3	8	-1
Cc1cccc2cc(C#N)c(NCc3ccccc3)nc12	0	-0.1	3	-1.4	2	88	3	-9	-1
CC(OC(=O)c1oc2ccccc2c1COc1ccccc1)C(=O)NC(N)=O (centres undefined)	0	-0.1	-9	-1.7	0	109	-1	-3	-8
C=CCc1ccccc1OCC(O)CN(CC)CC (centres undefined)	-2	0.0	-19	-1.2	-1	79	6	4	2
CCSC1=N/C(=C\c2ccccc2)C(=O)N1c1ccc(OC)cc1	1	0.0	8	1.5	6	81	-3	-7	-2
O=C(c1cccc(F)c1)N1CCCc2ccccc21	7	0.1	-7	3.4	-10	102	4	-5	2
CC1CN(C(=O)C(C)OC(=O)c2ccc3ncsc3c2)CC(C)O1 (centres undefined)	7	0.1	-11	nt	nt	112	0	-1	nt
CN1C(=O)NC(c2cccc([N+](=O)[O-])c2)C2=C1CCCC2=O (centres undefined)	-1	0.0	13	-0.6	7	100	4	-3	-5
COc1cc(OC)cc(C(=O)NCCNC(=O)c2ccccc2)c1	-7	0.1	19	-1.2	0	86	1	1	-3
CN(C(=O)COC(=O)c1cc(S(=O)(=O)N2CCCCC2)ccc1Cl)c1ccccc1	-4	0.0	-5	nt	nt	83	4	6	nt
Cc1cccc(C)c1N(CC(=O)N1CCN(c2ccccc2F)CC1)S(C)(=O)=O	3	-0.1	5	0.1	-4	102	2	-3	1
O=C(NCc1ccc(Cl)cc1)C1CCC(CNc2c(N3CCCCC3)c(=O)c2=O)CC1 (centres undefined)	2	1.3	-4	-0.1	-10	102	0	-5	-3

A draw from above in order of number of heavy atoms, smallest number first.
SMILES	GLD-1 TGE inh	Efflux pump inh	ZTA DNA inh	MEX-5 binding	EBNA-1 inh	CR mimetic SO	Bcl-xL primary	MCL1 BIM primary	Fam108B counter
Cc1ccccc1OCC1CNC(=O)O1 (centres undefined)	1	-0.1	15	-2.1	4	101	7	7	1
O=S1(=O)NC2CCCCCN2c2ccc(F)cc21 (centres undefined)	0	-0.2	-1	2.7	-4	99	3	8	-1
O=C(c1cccc(F)c1)N1CCCc2ccccc21	7	0.1	-7	3.4	-10	102	4	-5	2
CCN1C(=Nc2ccc(Cl)cc2)SC/C1=C\C(=O)OC	4	-0.2	-8	-0.1	5	88	5	9	1
Cc1cccc2cc(C#N)c(NCc3ccccc3)nc12	0	-0.1	3	-1.4	2	88	3	-9	-1
COc1ccc(CCNC2CC(C)N(C)CC2C)cc1OC (centres undefined)	4	0.0	1	-2.1	12	97	2	1	-3
CC1CN(C(=O)C(C)OC(=O)c2ccc3ncsc3c2)CC(C)O1 (centres undefined)	7	0.1	-11	nt	nt	112	0	-1	nt
O=C(Cn1ccc2ccccc2c1=O)NCCC(=O)Nc1cccnc1	0	0.1	9	-0.2	0	100	3	3	-1
O=C(CSc1ccc2nnc(-c3ccc(F)cc3)n2n1)NCc1ccco1	1	-0.1	-27	0.1	-2	96	5	11	-5
CC(C)(C)CC(=O)N1CCC(c2nc3c(nnn3Cc3c(F)cccc3Cl)c(=O)[nH]2)CC1	5	0.1	8	-1.0	5	85	-2	-8	1
Cc1ccc(-n2c(O)c(C=Nc3ccccc3-c3n[nH]c(=S)[nH]c3=O)c3ccccc3c2=O)c(C)c1	-5	0.2	-6	-2.1	4	100	20	23	8

Later entries:
SMILES	GLD-1 TGE inh	Efflux pump inh	ZTA DNA inh	MEX-5 binding	EBNA-1 inh	CR mimetic SO	Bcl-xL primary	MCL1 BIM primary	Fam108B counter
Cc1cc(C(=O)N2CCCC(C(=O)c3ccc(Cl)cc3C)C2)no1 (centres undefined)	-1	0.3	-4	-1.2	-3	111	-1	-5	-4
COCCNS(=O)(=O)c1cc(-c2nn(C)c(=O)c3ccccc23)ccc1C	1	0.1	9	-0.3	3	96	7	9	3
CCOC(=O)C1CCN(c2nnc(N3CCCC3=O)s2)CC1	1	0.0	9	2.0	3	92	-4	-6	1
CC(=O)Cc1nsc(NC(=O)c2cc(-c3cccc(C(F)(F)F)c3)oc2C)n1	5	0.1	8	0.2	-4	108	-2	5	3
Cc1ccc(NC(=O)c2ccc(-c3nn(C)c(=O)c4ccccc34)cc2)c(C)c1	2	0.3	5	2.6	7	97	0	1	-9
CC(C)(C)OC(=O)NCC12C=CC(O1)C1C(=O)N(Cc3ccccc3)C(=O)C12 (centres undefined)	3	0.1	-12	-0.7	-1	105	14	-5	2
c1ccc(-c2ccc3c(c2)c2c4n3CCN=C4CCC2)cc1	4	0.3*	-6	-1.7	-2	93	9	11	5
C[C@@H]1NS(=O)(=O)[C@H]2C[C@@H]3C=C[C@]2(O3)[C@H]1OC(=O)Nc1ccc(C(F)(F)F)cc1[N+](=O)[O-]	-6	-0.2	3	nt	nt	108	1	1	nt
CC[C@H](C)C(=O)N[C@H]1CCCN1C(=O)/C=C/c1ccccc1	-1	-0.2	15	nt	nt	108	4	6	nt
O=C1CCC(=O)N1CC(=O)N1CCCc2ccccc21	-3	0.0	10	1.4	-1	97	3	5	-1
O=c1[nH]c(CN2CCN(CCO)CC2)nc2ccccc12	-1	0.0	0	-1.5	-11	87	4	7	1
O=C(c1ccccc1)n1ccc(-c2cccs2)n1	-4	0.0	-3	1.4	7	96	4	-1	0
CCNC(=O)C1CCCN1S(=O)(=O)c1ccc(OC)cc1 (centres undefined)	2	0.0	-31	-2.8	-8	90	6	8	1
O=C(NCc1ccc(F)cc1)C1CCCN(c2nc3ccsc3c(=O)s2)C1 (centres undefined)	-1	0.1	10	-2.2	8	70	2	0	3
CCN(CC)C(=O)Oc1ccc2ccccc2c1Br	4	0.3	-1	-0.7	-9	98	-2	-2	-3
C=CCn1c(=N)n(CC(=O)c2ccc(OC)cc2)c2ccccc21	4	0.2	4	1.1	-14	107	-7	-7	-8
CSCC(=O)N1CCCC(N2CCN(c3cccc(C(F)(F)F)c3)CC2)C1 (centres undefined)	0	0.0	4	-2.3	9	96	9	4	0
CCCOc1ccc(-c2nc(-c3ccc(N)cc3)cs2)cc1	4	-0.8	-12	2.4	-11	95	-1	-6	0
Cc1scc(C(=O)O)c1-c1c(C(=O)O)csc1C	0	0.1	8	1.5	-2	103	-2	2	2
COc1ccccc1NC(=O)NC(N)=O	14	-0.1	3	3.5	6	90	4	-2	0
CN(C1CCCCC1)S(=O)(=O)c1ccc2c(c1)c(=O)c(C(=O)N1CCc3ccccc3C1)cn2C	-4	0.0	-1	1.3	3	98	5	8	-1
CN(Cc1nc2ccccc2c(=O)[nH]1)C(=O)c1ccc(S(=O)(=O)N2CCCC2)cc1	1	0.0	-9	nt	nt	92	3	1	nt
COc1ccc(CCNC(=O)COC(=O)C2CC2C)cc1OC (centres undefined)	-2	-0.1	12	nt	nt	108	-5	-12	nt
C=CCn1c(=O)c2ccccc2n2c(SCC(=O)Nc3sc(C)c(CC)c3C(=O)OCC)nnc12	-3	0.5*	18	2.1	-5	112	-1	-3	-2
